DAX1 inh-1 – inhibits human nuclear receptor DAX1; P51843; HEK293 Gal4-DAX1 luciferase reporter, luminescence; inhibition, % at 6.75 µM; 340,000 compounds, 0.99% hits; AID 504766;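 active = inhibition above the mean over all tested compounds plus 3 SD, cut at about 4.2% in these data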;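 also: 0% = DAX1-transfected cells with DMSO and 100% = empty-vector control cells with DMSO; inhibition shows as a rise in luminescence from relieved DAX1 repression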
Target sequence (P51843 207-470 limits assumed): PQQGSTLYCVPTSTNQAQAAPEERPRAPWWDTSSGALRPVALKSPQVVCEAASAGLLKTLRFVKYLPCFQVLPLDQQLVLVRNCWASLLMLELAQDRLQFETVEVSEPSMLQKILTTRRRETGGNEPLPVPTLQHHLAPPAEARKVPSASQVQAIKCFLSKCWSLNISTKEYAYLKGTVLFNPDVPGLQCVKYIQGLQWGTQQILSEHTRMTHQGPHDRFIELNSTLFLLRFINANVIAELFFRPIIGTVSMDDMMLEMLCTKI
SMARCA2 act – activators of SMARCA2 function; MG213 cells, MMTV-luciferase reporter, dexamethasone, overnight; activation, % at 9.1 µM; 370,000 compounds, 1% hits; in the data active = activation above about 7.8%;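 also: 0% = vehicle wells and 100% = reference activator wells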
hcDAF-12 act – activators of H. contortus DAF-12 nuclear receptor; HEK293 hcDAF-12 lit1-tk-luc reporter, luminescence; 0% DMSO, 100% Δ7-dafachronic acid; 370,000 compounds, 1.4% hits; activation, % at 6.8 µM;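 active = activation above the mean of all tested compounds plus 3 SD, cut at about 5.5% in these data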;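 also: 100% = response to 3 µM Δ7-dafachronic acid high control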
HGIII-sPLA2 inh – Blocks human group III sPLA2 activity. inhibition, % at 12.2 µM. 370,000 compounds, 0.56% hits. Q9NZ20. QFRET BODIPY PC-A2 liposome hydrolysis, fluorescence;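 active = inhibition above mean plus 3 SD of compounds lying within the high and low control bounds, cut at about 19% in these data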;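 also: 0% = median of test compound wells and 100% = no enzyme DMSO wells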
FXN GAA850 act – activators of GAA850 frataxin (FXN) promoter; HEK293 lucGAA850 FXN promoter luciferase reporter, 24 h; percent of 10 µM SAHA response; activation, % at 6 µM; 360,000 compounds, 0.56% hits;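 active = activation above the average of all compounds screened plus 3 SD, cutoff fixed separately per campaign, cut at about 7.5% in these data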;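 also: 0% = DMSO wells and 100% = 10 µM SAHA wells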
GC-A act – GC-A (human) enzyme activation | P16066 | HEK293 GC-A cells, cGMP TR-FRET, EC30 ANP; 0% at EC30 ANP, 100% saturating ANP | activation, % at 10 µM | 370,000 compounds, 0.14% hits | AID 1671463; in the data active = activation above about 40%
ADAM10 inh – inhibits human ADAM10 | inhibition, % at 7 µM | 370,000 compounds, 0.62% hits | O14672 | recombinant ADAM10, EDANS/DABCYL FRET peptide cleavage, 3 h | AID 720582;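 active = inhibition above a per-campaign cutoff equal to the mean of compounds falling between control-based bounds plus 3 SD, cut at about 20% in these data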;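 also: 0% = DMSO wells while the 100% control is not disclosed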
Target sequence (O14672 214-748 limits assumed): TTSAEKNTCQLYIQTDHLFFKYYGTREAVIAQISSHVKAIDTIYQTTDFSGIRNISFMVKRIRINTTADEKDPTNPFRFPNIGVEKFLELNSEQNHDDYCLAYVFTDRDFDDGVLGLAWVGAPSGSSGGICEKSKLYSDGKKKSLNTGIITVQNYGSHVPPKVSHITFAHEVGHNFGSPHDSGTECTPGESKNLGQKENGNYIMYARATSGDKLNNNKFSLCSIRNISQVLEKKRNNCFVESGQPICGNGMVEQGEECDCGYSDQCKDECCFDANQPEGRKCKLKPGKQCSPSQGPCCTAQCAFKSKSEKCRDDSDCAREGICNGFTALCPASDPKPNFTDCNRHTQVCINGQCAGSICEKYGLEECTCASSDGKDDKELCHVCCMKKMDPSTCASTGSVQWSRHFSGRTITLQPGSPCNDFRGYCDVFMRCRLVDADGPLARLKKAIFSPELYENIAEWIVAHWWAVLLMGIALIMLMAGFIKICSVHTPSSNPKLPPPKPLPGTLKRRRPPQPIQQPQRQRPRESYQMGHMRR
DAX1 inh-2 – DAX1 (NR0B1) inhibition, primary screen | HEK293T StAR-luciferase reporter, SF-1/DAX-1 repression relief | inhibition, % at 6.8 µM | 370,000 compounds, 1.1% hits | AID 652010;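 active = inhibition above the mean over all tested compounds plus 3 SD, cut at about 3.6% in these data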;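 also: 0% = DAX-1 cells with DMSO and 100% = cells lacking DAX-1 with DMSO; higher inhibition means more luminescence from relief of DAX-1 repression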
hgDAF-12 ag – agonists of H. glycines DAF-12 nuclear receptor; HEK293 GAL4-hgDAF12 UAS-luciferase reporter, agonist luminescence; normalized to butyrate control; 370,000 compounds, 1.8% hits; activation, % at 6.8 µM;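 active = activation above a cutoff set at the mean of all screened compounds plus 3 SD, cut at about 10% in these data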;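 also: 0% = DMSO wells and 100% = sodium butyrate wells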
ssDAF12 agonist – activates DAF-12 receptor from parasite S. stercoralis; 370,000 compounds, 1% hits; activation, % at 6.8 µM; HEK293 ssDAF-12/GRIP1 lit1-tk-luc reporter, luminescence; % of 3 µM dafachronic acid response;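 active = activation above the mean over all tested compounds plus 3 SD, cut at about 0.9% in these data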;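 also: 0% = DMSO-only wells and 100% = 3 µM delta7-dafachronic acid wells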
GC-B act – GC-B (human) receptor activation; P20594; HEK293-GC-B cells, CNP EC30, cGMP TR-FRET; 0% at EC30 CNP, 100% saturating CNP; activation, % at 10 µM; 370,000 compounds, 0.11% hits; AID 1920062;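 active = activation at 10 µM reaching about 35% in either raw or pattern-adjusted values, limit read from the data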
Active calls of the source: *; . = no result given. This is a random part of the collection. Share with any hit: about 6.6%.

SMILES	DAX1 inh-1	SMARCA2 act	hcDAF-12 act	HGIII-sPLA2 inh	FXN GAA850 act	GC-A act	ADAM10 inh	DAX1 inh-2	hgDAF-12 ag	ssDAF12 agonist	GC-B act
CCn1c2ccccc2c2cc(NC(=O)COC(=O)c3cc(S(=O)(=O)N4CCCCC4)ccc3Cl)ccc21	-1.1	6	1.4	-1	1.4	-2	7	0.1	-2.1	-0.8	0
CC1=C(C(=O)Nc2cccc([N+](=O)[O-])c2)C2(CCC(C)CC2)OC1=O (centres undefined)	0.6	-5	-0.5	-10	2.2	1	16	0.2	5.0	-1.0	-6
CCOC(=O)C1CCN(CC(O)COCc2ccc3c(c2)OCO3)CC1 (centres undefined)	2.2	0	0.8	0	3.1	-2	1	-0.7	-0.1	0.0	2
CN(C)CCn1c(C(=O)O)cc2ccccc21	0.8	0	0.2	7	0.0	5	11	-0.9	-1.1	-1.0	5
CCOC(=O)c1cnc(-n2nc(C)cc2C)nc1NCCO	0.1	-1	-2.1	5	-1.0	-1	-48	-0.3	-0.3	-0.8	-2
O=C(CCc1ccccc1)Nc1nc2c(F)cc(F)cc2s1	0.2	2	1.7	-14	4.6	36	3	1.1	7.7	-1.2	-12
Cc1ccc(C2=NOC(C)(c3nnc(-c4ccc(Cl)cc4)o3)C2)cc1 (centres undefined)	-0.3	0	-0.1	-3	1.5	2	11	-0.2	1.8	-1.2	1
COc1cccc(/C=C/C(=O)OCC(=O)NCc2ccc(Cl)cc2)c1	0.3	-4	-2.3	-5	1.3	-8	-46	0.7	0.8	-2.1	0
O=C(NN1CCOCC1)c1c(-c2ccccc2)sc2ccccc12	0.1	-1	-0.3	7	-0.6	-2	9	0.2	-3.5	-1.0	2
Cc1cc(C)n(-c2cc(N3CCN(C(=O)c4cccc(Br)c4)CC3)ccc2[N+](=O)[O-])n1	-2.2	-1	-5.7	-22	-3.1	-2	5	-2.6	-5.3	-1.7	-7
COc1ccc(C(=S)N2CCN(c3ccccc3C)CC2)cc1	0.2	-2	-2.4	13	1.1	-4	8	0.3	-2.2	-1.3	0
O=C(/C=C/c1cccc([N+](=O)[O-])c1)N1CCN(c2ccc(F)cc2)CC1	-3.1	-3	-1.8	3	2.8	0	-1	0.2	1.4	-0.1	-2
CCc1nnc(NC(=O)CN2C(=O)c3ccccc3C2=O)s1	0.3	-1	-1.5	4	2.8	6	0	0.1	-1.4	-0.9	0
CCOc1ccc(NC(=O)c2ccc3c(c2)CCN3S(C)(=O)=O)cc1	-1.6	-1	-3.8	-3	-0.2	-2	-1	-1.1	-2.7	-1.0	6
CCn1c(O)c2ccc(C(=O)N=NC(=O)c3cccnc3)cc2c1O	-1.0	-2	-1.5	3	-0.2	2	3	0.4	1.9	-0.8	0
O=C(COCc1cc(-c2ccc3c(c2)OCO3)on1)N1CCCCC1	-0.1	4	2.4	4	5.2	2	-4	1.1	7.4	-0.2	-3
CC(=O)c1ccc2c(c1)CC(C)C(=O)N2C (centres undefined)	1.4	-4	0.9	9	-0.8	4	1	0.1	1.1	-1.1	0
COC(CNC(=O)C(=O)NCC1OCCN1C(=O)c1ccc(Cl)cc1)OC (centres undefined)	1.4	-1	3.9	13	-0.9	2	-5	1.6	1.4	-1.3	0
CCOC(=O)c1nn(-c2ccc(C)cc2)c(C)c1C(C)=O	0.0	0	-1.5	8	3.4	6	-10	0.6	-0.7	-1.2	-2
Cc1ccc(-c2nnn(CC(=O)N(Cc3ccco3)C(C(=O)NC(C)(C)C)c3ccc(C)o3)n2)o1 (centres undefined)	-0.8	-2	-1.7	-13	-1.1	-4	7	-0.3	-2.5	-1.4	-2
CNc1nc2c(Cl)cc(Cl)cc2s1	1.6	4	-0.9	7	2.8	4	17	0.4	1.0	-1.2	-8
O=C(Cc1cccs1)NCc1ccccc1F	-0.8	0	2.7	9	0.3	2	-12	0.2	2.6	-0.8	-1
CN(C)c1ccc(CNC(=O)C2(C)Cc3c(-c4ccc5c(c4)OCO5)ccnc3O2)cc1 (centres undefined)	.	-7	-1.6	7	-5.8	2	-18	-3.1	-1.5	-1.0	5
Cc1ncc(CN2CCCC(C(=O)Nc3ccc(-c4cscn4)cc3)C2)cn1 (centres undefined)	-0.3	-2	0.2	3	1.3	4	-10	-0.2	-1.0	-0.8	-1
CSc1nncc(-c2ccc(F)c(F)c2)n1	-0.2	-2	0.0	4	2.0	2	2	0.2	-3.0	-1.2	3
CC1CCCCC1NC(=O)c1ccc(NS(=O)(=O)c2ccc3[nH]c(=O)[nH]c3c2)cc1 (centres undefined)	-1.6	-2	0.1	3	-0.1	2	-7	0.3	-0.5	-0.8	-2
O=C1NC(=O)C(Cc2ccccc2)(c2cccnc2)N1 (centres undefined)	-1.3	-2	-1.0	8	3.4	3	-3	0.0	-1.1	-1.2	-1
O=S1(=O)CC/C(=N\O)c2ccccc21	1.4	3	-0.1	7	-2.3	1	7	0.1	-0.1	-0.7	4
COc1ccc(C(=O)NC(=S)N2CCNC(=O)C2)cc1Br	3.2	0	1.8	2	5.3	1	5	-0.1	0.2	-1.4	6
CCCNS(=O)(=O)c1ccc(OCC(=O)Nc2ccc3c(c2)OCO3)cc1	-0.3	-4	-1.2	-6	3.0	-3	-10	0.9	-1.0	-1.9	-1
O=c1cc(N2CCCCC2)c(-c2ccccc2)nn1Cc1cccc(Cl)c1	-0.2	-1	-1.1	5	2.5	7	-6	0.0	-1.7	-0.9	5
COc1ccc(OC)c2c(C)cc(N3CCN(C(=O)c4ccc(Cl)cc4)CC3)nc12	-0.2	-2	-2.6	-8	0.3	7	-80	-0.8	-2.1	-1.5	-5
O=C(Cn1c(COc2ccccc2)nc2ccccc21)Nc1cc(Cl)cc(Cl)c1	-0.9	-2	-0.2	2	0.3	-2	-4	-0.1	-0.4	-0.9	-3
O=C(NC(=S)NCCC1=CCCCC1)c1ccco1	1.7	1	0.8	-8	2.9	4	2	0.2	8.9	-1.4	1
COC(=O)c1ccc(-n2cncn2)c([N+](=O)[O-])c1	-0.5	0	2.0	0	0.3	-4	2	-0.5	1.0	0.3	-6
Cc1nnsc1S(=O)c1ccccc1Cl (centres undefined)	-0.2	0	0.4	3	0.6	0	0	-0.2	0.7	-0.4	2
CC(C)CNS(=O)(=O)c1ccc(CCC(=O)NCCC2=CCCCC2)cc1	-1.7	-2	-1.7	-12	0.0	-2	3	-0.6	-3.8	-1.7	4
CC1(C(=O)NC(=S)NNC(=O)c2ccncc2)CCCCC1	-0.4	-3	-1.0	26*	-2.4	-4	-3	-0.9	-1.5	-1.7	-1
Cc1ccc(Sc2nnc(-c3ccccc3)cc2C#N)cc1	0.3	1	-0.1	6	1.4	-6	6	-0.1	1.5	-0.9	-9
COc1cccc(CC2(CO)CCCN(CC3=Cc4cc(Cl)ccc4OC3)C2)c1 (centres undefined)	-0.5	0	2.7	-14	1.6	-2	4	-0.1	-2.5	-0.4	2
CCOC(=O)C1=CCC(c2ccccc2C)N(S(=O)(=O)c2ccc(C)cc2)C1 (centres undefined)	.	-4	-1.1	3	.	-5	-2	-1.8	1.9	-1.4	-7
CC1CC2(CCCCC2)Nc2ccc3ccccc3c21 (centres undefined)	0.3	-2	0.0	4	-1.6	-1	-55	-0.7	-2.0	-1.2	-5
Cc1cccc(CSc2nn3c(=O)c(C)nnc3s2)c1	-0.7	1	-2.2	-4	1.8	-2	1	0.2	-0.2	-1.2	-1
CCC(CC)C1C(C#N)=C(N)Oc2cc(C)oc(=O)c21 (centres undefined)	-1.2	-3	-0.8	4	1.5	4	1	0.1	-2.5	-1.6	-4
O=C(NCc1cccc(C(F)(F)F)c1)C1CC(c2ccccc2C(F)(F)F)=NO1 (centres undefined)	1.3	-1	-1.4	-4	-1.0	0	-5	0.1	0.1	-0.9	0
OCC[C@H]1C[C@H](O)[C@@H](O)[C@]2(OCc3ccccc32)O1	0.9	1	-0.8	2	0.6	1	-5	0.5	0.0	-0.7	-1
Cc1cccc(CS(=O)(=O)Cc2ccc(C(=O)NC3CCCC3)o2)c1	0.5	0	-2.7	0	2.2	-2	2	0.0	-2.6	-1.3	4
Cc1cccc(C(=O)OCC(=O)NCc2cccs2)c1	0.5	-2	-1.8	1	4.0	-4	-7	0.0	-0.1	-1.9	2

Screens deposited in PubChem BioAssay by several laboratories.
